High-throughput results as filed in PubChem BioAssay.
Rab2A wt mod = modulators of GTP binding to Rab2A wildtype, primary screen, biochemical, dog, bead-based flow cytometry, multiplex. Ras-related protein Rab-2A (Canis lupus familiaris), P61105. GST-Rab2 wt beads, Bodipy-GTP binding. GTP binding activity, % at 10 µM. hit rate 0.19% among 190,000. AID 760, 2007;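 active = GTP binding activity at least 20 points away from 100%, either lowered or raised; inconclusive = signal likely due to the compound's own green fluorescence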;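 also: 0% = beads with excess unlabeled GTP and 100% = no-compound control corrected for plate trend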
Bim-Bcl-XL = inhibitors of Bim-Bcl-XL binding, primary screen, biochemical, multiplexed, bead flow cytometry, human Bcl-XL. inhibition, % at 10 µM. Bim peptide-Bcl-XL binding, fluorescence. Bcl-2-like protein 1 (Homo sapiens), Q07817. hit rate 0.04% among 190,000. AID 1007, 2008
Target sequence (Q07817 whole entry, looked up): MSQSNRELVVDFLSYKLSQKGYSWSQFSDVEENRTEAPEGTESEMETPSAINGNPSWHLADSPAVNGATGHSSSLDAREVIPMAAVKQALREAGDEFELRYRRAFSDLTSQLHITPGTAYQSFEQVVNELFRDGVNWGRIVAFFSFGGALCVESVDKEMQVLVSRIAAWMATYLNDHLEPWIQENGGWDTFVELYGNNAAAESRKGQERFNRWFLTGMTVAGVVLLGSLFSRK
Bim-Bfl-1 = inhibitors of Bim binding to Bfl-1, primary screen, biochemical, multiplexed, bead-based flow cytometry. Bcl-2-related protein A1 (Homo sapiens), Q16548. Bim-Bfl-1 binding inhibition. inhibition, % at 10 µM. hit rate 0.12% among 190,000;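 also: 0% = wells without compound plus tracer and 100% = blocker peptide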
Bcl-B Bim block = inhibitors of Bim-Bcl-B binding, primary screen, biochemical, multiplexed, human Bcl-2 family | Bcl-2-like protein 10 (Homo sapiens), Q9HD36 | AID 951, 2007 | inhibition, % at 10 µM | bead-based flow cytometry, Bim peptide-Bcl-B binding | hit rate 0.073% among 190,000;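 also: 0% = tracer peptide without compound and 100% = reference inhibitor peptide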
Rac1 wt GTP bind = wildtype Rac1 GTP binding modulators, primary screen, biochemical, GST-Rac1 beads, flow cytometry, multiplex. Ras-related C3 botulinum toxin substrate 1 (Homo sapiens), P63000. fluorescent GTP binding; actives lie on both sides; 0 = cold GTP competed, 100 = untreated. GTP binding activity (% of control), % at 10 µM. hit rate 0.27% among 190,000. AID 757, 2007;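 active = GTP binding activity at least 20 points away from the 100% control level, either lower or higher; inconclusive = compound flagged as likely green fluorescent, judged across all proteins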
Cdc42 wt GTP = modulators of GTP binding to wildtype Cdc42, primary screen, biochemical, multiplex bead flow cytometry, Bodipy-GTP. percent activity (GTP binding), % at 10 µM. GST-Cdc42 beads; actives lie on both sides. Cell division control protein 42 homolog (Homo sapiens), P60953. hit rate 0.2% among 190,000;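 active = percent activity GTP binding at least 20 points away from the 100% baseline, either down as inhibitor or up as activator; inconclusive = compound flagged as likely green fluorescent from well-wide comparison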;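 also: median bead fluorescence of bound Bodipy-FL-GTP at 100 nM; 0% = excess unlabeled GTP control and 100% = no compound control; below 100% means less GTP binding so inhibitor and above means activator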
Target sequence (P60953 whole entry, looked up): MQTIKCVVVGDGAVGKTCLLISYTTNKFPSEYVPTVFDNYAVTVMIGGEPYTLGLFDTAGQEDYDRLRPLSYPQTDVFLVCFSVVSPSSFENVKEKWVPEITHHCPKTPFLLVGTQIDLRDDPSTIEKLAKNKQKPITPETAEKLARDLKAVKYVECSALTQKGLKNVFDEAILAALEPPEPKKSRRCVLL
HRas wt GTP = modulators of GTP binding to HRas wildtype, primary screen, biochemical, bead-based flow cytometry, multiplex. AID 759, 2007. hit rate 0.14% among 190,000. GTPase HRas (Homo sapiens), P01112. GST-Ras wt beads, Bodipy-FL-GTP binding; actives lie on both sides. GTP binding activity, % at 10 µM;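 active = GTP binding activity at least 20% away from the 100% baseline, either lowered as inhibitor or raised as activator; inconclusive = flagged as likely green fluorescent, judged across all proteins in the well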;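 also: 0% = unlabeled GTP competition control and 100% = no-compound control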
Rab7 wt GTP bind = modulators of GTP binding to Rab7, primary screen, biochemical, wildtype, multiplex bead flow cytometry | Rab7 GTPase wild type (dog), Bodipy-FL-GTP binding | GST-Rab7 beads, fluorescent GTP binding; actives lie on both sides; untreated = 100%, excess cold GTP = 0% | GTP binding activity (percent of control), % at 10 µM | hit rate 0.055% among 190,000 | AID 758, 2007;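 active = fluorescent GTP binding to Rab7 beads changed by at least 20 points from the 100% baseline, either direction, mostly lower; inconclusive = compound itself probably fluorescent, or too few beads counted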;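 also: median green fluorescence of bound Bodipy-FL-GTP per Rab7 bead population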
Bim-Bcl-W = inhibitors of Bim binding to Bcl-W, primary screen, biochemical, multiplexed, bead-based flow cytometry; Bcl-2-like protein 2 (Homo sapiens), Q92843; Bim peptide-Bcl-W binding; inhibition, % at 10 µM; hit rate 0.02% among 190,000; AID 952, 2007;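 also: 0% = bound tracer without compound and 100% = peptide blocker; higher means less fluorescent Bim peptide bound to Bcl-W beads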
Target sequence (Q92843 whole entry, looked up): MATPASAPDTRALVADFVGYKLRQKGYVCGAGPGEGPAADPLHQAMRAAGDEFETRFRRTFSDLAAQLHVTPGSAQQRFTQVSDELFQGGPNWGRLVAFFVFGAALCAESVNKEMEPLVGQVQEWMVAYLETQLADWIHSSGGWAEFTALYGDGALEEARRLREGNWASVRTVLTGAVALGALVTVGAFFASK
Bcl-2 Bim block = inhibitors of Bim-Bcl-2 binding, primary screen, biochemical, multiplexed, human Bcl-2 family; Apoptosis regulator Bcl-2 (Homo sapiens), P10415; Bead-based flow cytometry, Bim peptide-Bcl-2 binding; inhibition, % at 10 µM; hit rate 0.06% among 190,000; AID 950, 2007; in the data active = inhibition above about 40%; inconclusive = no clear call, values can overlap the other calls;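 also: 0% = no compound wells with probe peptide and 100% = reference peptide inhibitor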
Target sequence (P10415 whole entry, looked up): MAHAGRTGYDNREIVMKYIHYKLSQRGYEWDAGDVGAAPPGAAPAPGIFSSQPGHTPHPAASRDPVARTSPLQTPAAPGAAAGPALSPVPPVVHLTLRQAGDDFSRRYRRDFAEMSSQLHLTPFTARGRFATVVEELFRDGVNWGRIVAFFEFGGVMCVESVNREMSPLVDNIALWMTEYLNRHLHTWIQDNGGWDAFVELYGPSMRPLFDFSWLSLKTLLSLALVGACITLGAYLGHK
Rac1 act GTP bind = GTP binding modulators of activated mutant Rac1, primary screen, biochemical, bead-based flow cytometry, multiplex, fluorescent GTP | percent activity (GTP binding), % at 10 µM | AID 764, 2007 | Ras-related C3 botulinum toxin substrate 1 (Homo sapiens), P63000 | hit rate 0.11% among 190,000 | GST-Rac1 activated beads; actives lie on both sides; 100% means binding = to untreated wells;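 active = GTP binding at least 20 percentage points away from the 100% baseline, in either direction, so actives lie on both sides; inconclusive = Compound likely fluorescent itself, or too few beads counted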
Numbers without * were called inactive; ? = inconclusive; · = not tested or not shown. Rule as the data show it, unless noted: active = inhibition above about 40%.

SMILES,Rab2A wt mod,Bim-Bcl-XL,Bim-Bfl-1,Bcl-B Bim block,Rac1 wt GTP bind,Cdc42 wt GTP,HRas wt GTP,Rab7 wt GTP bind,Bim-Bcl-W,Bcl-2 Bim block,Rac1 act GTP bind
Cc1ccc(N(CC(=O)N/N=C/c2cccc(Br)c2)S(C)(=O)=O)cc1,99.0,0.0,6.0,1.0,103.0,100.0,103.0,99.0,0.0,10.0,99.0
O=C(CCN1C(=O)c2ccccc2C1=O)Nc1ccncc1,100.0,-1.0,-6.0,-3.0,102.0,103.0,101.0,95.0,-7.0,-5.0,96.0
O=C1CC(NCc2cccs2)C(=O)N1c1ccc(Cl)cc1 (stereo not given),100.0,-4.0,-21.0,-5.0,104.0,106.0,103.0,100.0,-1.0,-7.0,101.0
CCNS(=O)(=O)c1ccc2c3c(cccc13)C(=O)N2,101.0,-8.0,-12.0,-8.0,106.0,104.0,101.0,101.0,-1.0,-11.0,102.0
N/C(=N\OS(=O)(=O)c1cc(Cl)ccc1Cl)c1ccncc1,100.0,0.0,-1.0,-2.0,102.0,100.0,101.0,101.0,-1.0,0.0,98.0
CC(=O)Nc1ccc(S(=O)(=O)NCCSCc2ccco2)cc1,97.0,-6.0,-4.0,0.0,101.0,97.0,96.0,99.0,-3.0,-3.0,96.0
CCOC(=O)c1cnc2ccc(C)cc2c1Sc1ccccc1C(=O)OC,105.0,0.0,-1.0,-2.0,104.0,103.0,105.0,101.0,-1.0,-1.0,102.0
COc1ccc(CC(=O)NNC(=O)CCc2ccccc2)cc1OC,96.0,0.0,0.0,-2.0,97.0,97.0,96.0,94.0,0.0,-4.0,94.0
C=CCSc1n[nH]c2nc3c(c(=O)n12)C1(CCCC1)Cc1ccccc1-3,97.0,-4.0,-13.0,-10.0,103.0,98.0,96.0,98.0,-1.0,-8.0,98.0
O=C(COC(=O)c1ccc(S(=O)(=O)N2CCOCC2)cc1)Nc1nc(-c2ccccc2)cs1,95.0,10.0,-5.0,-2.0,93.0,94.0,94.0,95.0,-5.0,-3.0,93.0
CCOc1ccc(N(CC(=O)Nc2ccccc2C)S(=O)(=O)c2c(C)noc2C)cc1,98.0,·,·,·,95.0,96.0,96.0,99.0,·,?,94.0
O=C(NCc1ccncc1)C(=O)NCC1OCCCN1S(=O)(=O)c1ccccc1 (stereo not given),99.0,-5.0,-2.0,-6.0,103.0,101.0,101.0,104.0,-1.0,-6.0,98.0
O=C(Nc1ccc2c(c1)OCO2)c1ccc(N2C(=O)c3ccccc3C2=O)cc1,101.0,1.0,3.0,5.0,104.0,100.0,100.0,101.0,-1.0,5.0,100.0
Cn1nnnc1NCc1ccc(Cl)cc1,97.0,-4.0,-4.0,-5.0,99.0,97.0,97.0,97.0,0.0,-3.0,96.0
Cc1nonc1NC(=O)CSc1nnc(-c2ccoc2C)n1C,106.0,43.0*,44.0*,23.0,108.0,106.0,103.0,104.0,24.0,33.0,100.0
Cc1ccc(C2C3=C(CC(C)(C)CC3=O)Nc3n[nH]c(C)c32)cc1 (stereo not given),100.0,3.0,0.0,-1.0,101.0,102.0,101.0,100.0,0.0,0.0,99.0
COC(=O)c1c(NC(=O)C2SC(=NC3CCCCC3)C(C(N)=O)=C2N)sc2c1CCCC2 (stereo not given),95.0,-5.0,-10.0,-8.0,98.0,89.0,98.0,98.0,-8.0,-8.0,95.0
O=C(CCC(=O)OCc1ccc(Br)cc1)Nc1ccccc1,98.0,0.0,0.0,1.0,99.0,99.0,98.0,92.0,-2.0,1.0,98.0
COc1ccc(N=C2SC(C(=O)O)CC(=O)N2Cc2ccc(OC)c(OC)c2)cc1 (stereo not given),102.0,-11.0,-17.0,-10.0,104.0,99.0,100.0,103.0,-4.0,-9.0,98.0
NC(=O)C(=O)N/N=C/c1cccc(C(F)(F)F)c1,102.0,1.0,-3.0,1.0,96.0,100.0,99.0,105.0,2.0,0.0,97.0
C=CCOC(=O)C1=C(C)NC(SCC(=O)Nc2ccccc2)=C(C#N)C1c1ccco1 (stereo not given),99.0,-10.0,-10.0,-11.0,101.0,99.0,97.0,98.0,-1.0,-6.0,96.0
Cc1nc2ccc(Cl)cn2c1C(=O)NN,97.0,-3.0,3.0,2.0,93.0,92.0,93.0,100.0,-1.0,0.0,92.0
COc1cc(NC(=O)C(=O)NCCN2CCNCC2)c(OC)cc1Cl,101.0,-3.0,-3.0,-1.0,102.0,96.0,99.0,110.0,-1.0,0.0,96.0
CCNc1nc(NC(C)CC)nc(ON=C(C)C)n1 (stereo not given),99.0,2.0,3.0,6.0,97.0,97.0,100.0,96.0,3.0,0.0,100.0
COCCCNc1nc2nonc2nc1N1CCC(C(C)N2CCOCC2)CC1 (stereo not given),98.0,-4.0,-6.0,-4.0,97.0,97.0,97.0,102.0,-4.0,-4.0,96.0
CCN(CCO)c1ncnc2c1sc1nc(CC(C)C)c3c(c12)CC(C)(C)OC3,103.0,-5.0,-16.0,-8.0,110.0,106.0,105.0,106.0,2.0,-6.0,102.0
COc1ccc(OC)c(C(=O)COC(=O)c2ccc(C)o2)c1,104.0,3.0,-8.0,-2.0,107.0,106.0,105.0,108.0,5.0,1.0,104.0
CCOC(=O)c1c(-c2ccc(C)cc2)csc1NC(=O)c1cccc(N2C(=O)CCC2=O)c1,101.0,-3.0,1.0,-1.0,107.0,102.0,103.0,104.0,-3.0,1.0,100.0
O=C(N/N=C/c1ccccc1[N+](=O)[O-])c1ccc(CN2CCOCC2)cc1,102.0,-4.0,-6.0,-5.0,108.0,103.0,102.0,100.0,-5.0,-2.0,101.0
COC(=O)c1nn(-c2ccc3c(c2)CCN3C(C)=O)cc1O,98.0,0.0,-5.0,0.0,100.0,98.0,100.0,99.0,-2.0,-6.0,100.0
CCCc1ccc(O)c(N=Cc2cc(Br)cc(OCC)c2O)c1,93.0,-4.0,-2.0,0.0,91.0,90.0,95.0,101.0,-2.0,0.0,91.0
CCc1cc2c(cc3c(=O)n(CC(=O)N4CCN(c5ccccn5)CC4)nc(CC)n32)s1,96.0,-1.0,-9.0,-9.0,101.0,100.0,97.0,97.0,2.0,-6.0,97.0
CCNc1nc(N)c(C(=C(C#N)C#N)c2ccccc2)s1,97.0,-5.0,-8.0,-7.0,98.0,99.0,97.0,96.0,0.0,-6.0,99.0
OC1(c2cccc(C(F)(F)F)c2)CCN(Cc2nc(-c3cnccn3)no2)CC1,97.0,-4.0,-16.0,-5.0,102.0,99.0,99.0,96.0,-3.0,-8.0,98.0
O=C(Nc1ccc(-c2nc3ccccc3s2)c(O)c1)C1=COCCO1,98.0,-8.0,3.0,-4.0,102.0,99.0,97.0,95.0,-3.0,0.0,99.0
COc1ccc(NC(=O)C2C3C=CC(O3)C2C(=O)NCc2cccnc2)cc1 (stereo not given),102.0,-8.0,-19.0,-7.0,107.0,99.0,101.0,105.0,-1.0,-14.0,99.0
O=C(COC(=O)c1ccc(Sc2ccccc2)c([N+](=O)[O-])c1)NC1CCCc2ccccc21 (stereo not given),95.0,-4.0,-8.0,-7.0,95.0,96.0,96.0,94.0,0.0,-8.0,92.0
CCc1ccc(NC(=O)c2cc3c(C)nc4ccccc4c3o2)cc1,85.0,2.0,-3.0,1.0,75.0*,85.0,87.0,91.0,5.0,2.0,89.0
O=C(O)C1CCN1C1CCCCC1 (stereo not given),98.0,-5.0,0.0,0.0,102.0,102.0,100.0,97.0,0.0,3.0,100.0
COc1cc(S(=O)(=O)N2CCCC2)c(C)cc1C,103.0,-7.0,-6.0,-1.0,99.0,98.0,101.0,107.0,-2.0,-1.0,92.0
CCOc1ccccc1NC(=S)NCCc1ccc(F)cc1,96.0,-2.0,-6.0,-2.0,96.0,95.0,95.0,96.0,0.0,-2.0,96.0
COc1ccc2nc(SCC(=O)NCc3ccc4c(c3)OCO4)[nH]c2c1,100.0,-8.0,-1.0,-9.0,102.0,100.0,100.0,98.0,-6.0,-3.0,98.0
COc1ccccc1N1CCN(CC(=O)c2ccc3ccn(C(C)=O)c3c2)CC1,99.0,0.0,0.0,0.0,102.0,98.0,97.0,95.0,1.0,-3.0,98.0
